High-throughput results: PubChem BioAssay, several laboratories
KOR beta-arrestin-1: KOR agonists, beta-arrestin recruitment, primary screen, cell-based, luminescence, uHTS (AID 1777) | KOR beta-arrestin recruitment, luminescence; higher % means a stronger effect | one-dose activation, % at 10 µM; EC50 in µM for titrated hits | hit rate 0.02% among 280,000; in the data active = activation above about 50%, passing the limit was not always enough; also: a part of the inactive calls stands beside numbers as strong as those of hits
GPR55 beta-arrestin: GPR55 agonists via beta-arrestin recruitment, primary screen, imaging, U2OS cells, beta-arrestin-GFP redistribution (AID 1961) | U2OS GPR55 beta-arrestin-GFP redistribution imaging; higher % means a stronger effect | activation, % at 10 µM; hits with a dose series show EC50 in µM | hit rate 0.048% among 290,000;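 active = activation above 40% with more than 50 cells counted in the well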;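 also: U2OS osteosarcoma cells stably expressing GPR55 and beta-arrestin-GFP; plate controls were DMSO negative control for no effect and LPI positive control for full effect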
KOR beta-arrestin-2: KOR antagonists, beta-arrestin recruitment, cell-based, luminescence, uHTS (AID 1778); KOR beta-arrestin recruitment, luminescence, antagonist mode; higher % means a stronger effect; inhibition, % at 10 µM; hits with a dose series show IC50 in µM; hit rate 0.091% among 290,000; in the data active = inhibition above about 50%; also: strong numbers were not always called active
GPR55 LPI antagonism: inhibition of LPI-stimulated GPR55 beta-arrestin translocation – imaging, U2OS, beta-arrestin-GFP, LPI agonist, primary screen (AID 2013). U2OS GPR55 beta-arrestin-GFP translocation imaging, LPI antagonism; higher % means a stronger effect. inhibition, % at 10 µM, or IC50 in µM where a hit was titrated. hit rate 0.13% among 290,000;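 active = spots per cell inhibited over 60%, with over 100 cells counted and total cytoplasm intensity under 500,000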;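 also: U2OS cells stably carrying GPR55 and arrestin-GFP stimulated by 5 µM LPI near EC80; imaged beta-arrestin-GFP aggregate spots per cell after agonist stimulation; plate controls were LPI-stimulated DMSO wells for no effect and DMSO wells without LPI for full effect; some results filed as inactive read as strong as hits; confirmed hits need IC50 under 10 µM and bright autofluorescent wells are also inconclusive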
NTR1 ag: agonists of NTR1, primary screen, imaging, U2OS cells, beta-arrestin-GFP, high content (AID 493036). P30989. NTR1-U2OS beta-arrestin-GFP spot imaging, agonist mode. activation, % at 20 µM. hit rate 0.17% among 330,000;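 active = activation at or above 40% of the spot to cytoplasm intensity ratio, with at least 20 cells analyzed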;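 also: 0% = DMSO without peptide and 100% = 100 nM NTR1 peptide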
Target sequence (P30989 whole entry, looked up): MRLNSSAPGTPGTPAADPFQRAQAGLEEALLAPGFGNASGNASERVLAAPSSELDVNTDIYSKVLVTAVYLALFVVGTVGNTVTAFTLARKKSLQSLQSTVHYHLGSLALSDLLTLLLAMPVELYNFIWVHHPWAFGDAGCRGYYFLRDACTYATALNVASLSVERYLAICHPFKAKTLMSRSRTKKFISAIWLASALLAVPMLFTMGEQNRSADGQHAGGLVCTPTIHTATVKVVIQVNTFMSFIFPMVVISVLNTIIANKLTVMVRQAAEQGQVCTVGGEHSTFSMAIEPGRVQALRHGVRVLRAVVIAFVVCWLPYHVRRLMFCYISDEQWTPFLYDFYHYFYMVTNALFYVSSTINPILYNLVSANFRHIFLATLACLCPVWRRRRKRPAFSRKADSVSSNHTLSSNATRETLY
NOD1 NF-kB reporter: NOD1 signaling inhibitors, primary screen, cell-based, luminescence, uHTS (AID 1578). NOD1-driven NF-kB luciferase reporter cells, luminescence; higher % means a stronger effect. hit rate 1% among 290,000. inhibition, % at 4 µM; hits with a dose series show EC50 in µM; in the data active = inhibition mostly above about 36%, no sharp cut-off; inactive = mostly below about 34%;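 also: HEK-293T reporter cells stimulated with the NOD1 agonist gamma-tri-DAP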
MgcRacGAP inhibition: MgcRacGAP GTPase-activating activity inhibitors, confirmation, biochemical, ADP Hunter fluorescence; MgcRacGAP-stimulated Rac1 GTP hydrolysis, ADP Hunter fluorescence; higher % means a stronger effect; GST-tagged Rac1 F28L mutant substrate; hit rate 0.6% among 340,000; AID 624330; inhibition, % at 30 µM; hits with a dose series show IC50 in µM;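 active = first-screen hits whose inhibition reached a set limit at any dose in the follow-up dose series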;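 also: fluorescence reports GDP produced by GAP-driven GTP hydrolysis; strong numbers were not always called active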
GPR35 antagonists: GPR35 antagonists blocking zaprinast-driven arrestin recruitment, primary screen, imaging, U2OS, beta-arrestin-GFP, zaprinast agonist (AID 2058); U2OS GPR35 beta-arrestin-GFP translocation imaging, zaprinast antagonism; higher % means a stronger effect; hit rate 0.052% among 290,000; inhibition, % at 10 µM; hits with a dose series show IC50 in µM;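 active = inhibition of at least 50% with at least 30 cells and total cytoplasm GFP at most 10,000,000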
UTI89 phage lysis: inhibition of K1F phage lysis, E. coli UTI89, bacterial capsule biogenesis inhibitors, alamar blue (AID 488966). hit rate 0.02% among 340,000. one-dose inhibition, % at 100 µM; IC50 in µM for titrated hits. E. coli UTI89 K1F phage lysis, alamar blue, 2 h; higher % means a stronger effect;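 active = phage lysis inhibition, versus mean bacterial control, above a set limit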;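 also: capsule biogenesis inhibitors block K1F phage lysis so surviving cells raise fluorescence; higher fluorescence means more inhibition of phage lysis; actives were called in the ten point dose series up to 300 µM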
NTR1 ag cell count 20 µM: further read-out of NTR1 ag, marked with its call; cell count; measured here: cell count, cytotoxicity flag
Starred values were filed as active, the others as inactive; x = not tested or not shown; [ ] = another dose, or the depositor's remark. Only part of the results is shown; rates above refer to the full screens.

SMILES	KOR beta-arrestin-1	GPR55 beta-arrestin	KOR beta-arrestin-2	GPR55 LPI antagonism	NTR1 ag	NTR1 ag cell count 20 µM	NOD1 NF-kB reporter	MgcRacGAP inhibition	GPR35 antagonists	UTI89 phage lysis
COc1cc2nc(CN(C)Cc3ccc(F)cc3)[nH]c(=O)c2cc1OC	-3.1%	0.4%	-8%	5%	0.6	40	-25%	9%	6%	-0.4%
Oc1ccc(/C=N/n2c(COc3ccccc3)n[nH]c2=S)c(O)c1	-1.2%	0.4%	21%	-2%	0.7	84	-6%	11%	3%	0.0%
Cc1[nH]nc(S(=O)CC(=O)O)c1[N+](=O)[O-] (stereo not drawn)	5.3%	-0.7%	-5%	22%	0.6	42	-15%	-2%	6%	-0.2%
CCN1C(=C(C#N)C#N)C=Cc2ccccc21	0.0%	-0.5%	-14%	-2%	0.1	33	-28%	8%	5%	0.3%
COc1cccc(CC(=O)Nc2nc(-c3cccnc3)cs2)c1	2.2%	0.6%	-18%	10%	-1.5	91	11%	4%	6%	0.3%
Cc1ccc(N(C(=O)CNC(=O)c2ccco2)C(C(=O)NC2CCCCC2)c2ccncc2)cc1F (stereo not drawn)	-3.5%	-0.3%	-11%	1%	-1.4	49	-17%	4%	22%	-0.1%
Clc1ccc(Oc2cnns2)c(Cl)c1	-1.5%	-0.1%	x	-2%	-0.9	71	10%	-9%	13%	0.0%
COc1ccc(NC2=CC(c3ccc(OC)c(OC)c3)N(c3ccc(OC)cc3)C2=O)cc1 (stereo not drawn)	0.6%	0.3%	0%	8%	-1.2	55	6%	9%	4%	1.9%
CC(C)CCN1C(=O)c2ccccc2C1C(=O)NCc1cccnc1 (stereo not drawn)	0.2%	0.0%	1%	-2%	0.0	80	8%	10%	-4%	-0.1%
Cc1cc(/C=C2\SC(=Nc3ccccc3)NC2=O)c(C)n1-c1ccc(S(N)(=O)=O)cc1	6.1%	0.0%	-130%	1.7µM*	4.0	61	-5%	0%	-27%	-1.1%
COc1ccccc1C(=O)CC(=O)C(=O)Nc1cccc([N+](=O)[O-])c1C	-1.2%	0.0%	10%	3%	0.1	76	-7%	12%	19%	-0.1%
CCOc1ccc(NC(=O)COc2ccc3c(c2)OCO3)cc1	5.5%	0.1%	-28%	-2%	0.4	57	8%	10%	10%	0.1%
O=C(N/N=C\c1cc(Br)cs1)c1ccncc1	-1.2%	-0.1%	9%	-2%	-0.6	49	-2%	4%	10%	0.9%
CSc1ccc(/C=C(/NC(=O)c2ccccc2)C(=O)N2CCN(C)CC2)cc1	-1.6%	0.0%	-1%	19%	2.8	26	-34%	1%	-11%	-0.9%
C=CCc1cccc(Cl)c1OCCON1C(=O)CCC1=O	3.9%	0.0%	-42%	17%	0.1	67	-8%	7%	-13%	0.3%
CCOc1ccc(Nc2c3c(nc4ncnn24)CC(C)CC3)cc1 (stereo not drawn)	-4.3%	0.7%	-2%	12%	-1.2	59	8%	6%	1%	0.6%
c1ccc2c(c1)nc(NCC1CCCO1)c1nnnn12 (stereo not drawn)	3.4%	-0.5%	27%	20%	-0.8	79	-28%	8%	-10%	1.2%
COc1cccc(-c2cc(C(=O)Nc3ccncc3)c3ccccc3n2)c1	4.5%	-0.2%	-67%	-1%	1.5	58	9%	7%	0%	-0.2%[50 µM]
O=C(N/N=C/c1cc([N+](=O)[O-])ccc1N1CCNCC1)c1ccc([N+](=O)[O-])cc1	2.3%	-0.1%	-22%	28%	4.1	78	-26%	-7%	7%	-0.7%
O=C(Nc1cc(C(F)(F)F)ccc1Cl)C1CCN(c2nnc(-n3cccc3)s2)CC1	4.4%	0.1%	-18%	-1%	x	x	-4%	12%	0%	0.0%

Limited to GPR55 LPI antagonism, UTI89 phage lysis and NTR1 ag cell count 20 µM, for some of the entries so far:
smiles | GPR55 LPI antagonism | UTI89 phage lysis | NTR1 ag cell count 20 µM
O=C(N/N=C\c1cc(Br)cs1)c1ccncc1 | -2% | 0.9% | 49
CSc1ccc(/C=C(/NC(=O)c2ccccc2)C(=O)N2CCN(C)CC2)cc1 | 19% | -0.9% | 26
C=CCc1cccc(Cl)c1OCCON1C(=O)CCC1=O | 17% | 0.3% | 67
CCOc1ccc(Nc2c3c(nc4ncnn24)CC(C)CC3)cc1 (stereo not drawn) | 12% | 0.6% | 59
c1ccc2c(c1)nc(NCC1CCCO1)c1nnnn12 (stereo not drawn) | 20% | 1.2% | 79
COc1cccc(-c2cc(C(=O)Nc3ccncc3)c3ccccc3n2)c1 | -1% | -0.2%[50 µM] | 58

(list continues)
SMILES	KOR beta-arrestin-1	GPR55 beta-arrestin	KOR beta-arrestin-2	GPR55 LPI antagonism	NTR1 ag	NTR1 ag cell count 20 µM	NOD1 NF-kB reporter	MgcRacGAP inhibition	GPR35 antagonists	UTI89 phage lysis
CCc1cccc(NC2c3ccccc3C(=O)N2c2ccc(C)cn2)c1 (stereo not drawn)	-2.0%	-0.1%	26%	5%	2.7	86	-18%	10%	-4%	2.6%
CN(c1ccccc1)c1ccc(/C=C(\C#N)c2nnc3n2CCCCC3)cc1[N+](=O)[O-]	-0.5%	-0.2%	-3%	0%	6.7	42	79%*	12%	-4%	1.3%
O=C(COc1ccc(Cl)cc1)NCCNC(=O)c1cnccn1	1.4%	0.0%	-22%	5%	-0.6	59	-4%	2%	-2%	0.2%
COC(=O)C(NC(C)=O)(Nc1nc2ccc(S(C)(=O)=O)cc2s1)C(F)(F)F (stereo not drawn)	-3.1%	0.2%	6%	-8%	-0.4	58	25%	13%	24%	0.2%
O=C(COC(=O)c1ccc[n+]([O-])c1)Nc1c(Br)cc([N+](=O)[O-])cc1Br	-1.4%	-0.4%	6%	-3%	0.4	47	-31%	x	3%	x
COc1cc(/C=N/NC(=O)c2c(-c3c(Cl)cccc3Cl)noc2C)ccc1OCC(N)=O	-0.6%	0.0%	-47%	-4%	-0.5	59	18%	11%	-8%	1.2%[50 µM]
CSc1ccc(CN2CCN(Cc3ccc([N+](=O)[O-])cc3)CC2)cc1	-3.6%	0.4%	-15%	9%	3.4	71	-19%	9%	-7%	0.5%
CCCc1cc(N2CCN(c3ccccn3)CC2)n2nc(C)c(-c3ccccc3)c2n1	-3.9%	-0.3%	-10%	5%	0.1	89	8%	6%	6%	0.1%
O=C(Oc1cccc2c(=O)[nH]ccc12)c1ccccc1	-10%	-0.2%	-13%	-3%	0.4	58	-28%	11%	18%	1.9%
O=C(Oc1ccccc1)n1c(=S)oc2ccccc21	-6.0%	0.2%	15%	-6%	-0.7	96	-15%	5%	-11%	0.1%

Looked up one by one from the entries so far (2):
SMILES	KOR beta-arrestin-1	GPR55 beta-arrestin	KOR beta-arrestin-2	GPR55 LPI antagonism	NTR1 ag	NTR1 ag cell count 20 µM	NOD1 NF-kB reporter	MgcRacGAP inhibition	GPR35 antagonists	UTI89 phage lysis
COc1cc(/C=N/NC(=O)c2c(-c3c(Cl)cccc3Cl)noc2C)ccc1OCC(N)=O	-0.6%	0.0%	-47%	-4%	-0.5	59	18%	11%	-8%	1.2%[50 µM]
CSc1ccc(CN2CCN(Cc3ccc([N+](=O)[O-])cc3)CC2)cc1	-3.6%	0.4%	-15%	9%	3.4	71	-19%	9%	-7%	0.5%

(listing goes on)
SMILES	KOR beta-arrestin-1	GPR55 beta-arrestin	KOR beta-arrestin-2	GPR55 LPI antagonism	NTR1 ag	NTR1 ag cell count 20 µM	NOD1 NF-kB reporter	MgcRacGAP inhibition	GPR35 antagonists	UTI89 phage lysis
CC(=O)c1cc(-c2ccccc2)n(CC(=O)Nc2cc(C)cc(C)c2)c1C	5.8%	-0.3%	7%	13%	4.1	63	-9%	7%	-16%	4.5%
Cc1ncc(CO)c2c1Oc1nc(-c3ccccc3)nc(SCC(=O)N3CCOCC3)c1C2	-2.0%	0.3%	-23%	17%	7.6	68	8%	5%	0%	3.6%
O=C(CN(Cc1ccccc1)C(=O)CCC(=O)Nc1nccs1)NCc1ccco1	-0.2%	-0.2%	-2%	-1%	-0.6	56	-22%	-9%	12%	-0.2%
Cc1c(-c2cccc(Cl)c2)nc2ccccc2c1C(=O)NC1CC1	-2.1%	0.2%	9%	-3%	0.8	51	-14%	-4%	9%	0.4%
CCOC(=O)c1nnc(-c2cccs2)nc1NC(C)C	2.9%	0.0%	5%	-17%	5.5	70	-3%	3%	-2%	0.0%
CCN(CC)CCOCCOc1ccc(Cl)c2ccccc12	-3.6%	-0.6%	-56%	14%	-0.7	51	-23%	38%	-2%	1.1%
Brc1ccc(C2=NC(Cc3ccccc3)CO2)cc1 (stereo not drawn)	-0.4%	-0.1%	17%	-2%	-1.0	100	-65%	7%	-1%	2.8%
CCCCNC(=S)NNC(=O)c1csc(C)c1C	1.5%	-0.4%	x	1%	1.1	53	-32%	2%	1%	-1.2%
COc1ccc(CSc2nnc(-c3ccncc3)n2C)cc1F	-3.0%	0.0%	-1%	-10%	-0.7	112	10%	8%	-3%	0.2%
COc1ccc(C(=O)NCCN=C2NS(=O)(=O)c3ccccc32)cc1	1.5%	0.0%	1%	12%	0.3	53	-23%	2%	-8%	0.1%
Cc1ccc(-n2c(SCC(=O)N/N=C/c3ccccc3C(=O)O)nnc2-c2ccccc2)cc1	1.6%	0.2%	-23%	2%	0.7	67	-13%	8%	2%	1.6%
COc1ccc(CN2CC(C(=O)NCc3cccc(OC)c3)CC2=O)cc1 (stereo not drawn)	-1.6%	-0.1%	-10%	3%	-0.2	64	10%	13%	4%	1.5%
CN1CCN(CCCN(Cc2cccs2)C(=S)Nc2ccc(Cl)cc2)CC1	-1.0%	0.7%	14%	12%	2.4	50	-46%	12%	-2%	0.0%
Fc1ccc(CCNC(=S)Nc2ccc(F)cc2)cc1	-2.6%	0.4%	-9%	9%	4.9	34	-16%	5%	11%	0.3%
O=C1CN(C(=O)Cn2ncc(Cl)c(Cl)c2=O)c2ccccc2N1	-2.3%	-0.2%	54%	8%	x	x	x	12%	-3%	-0.1%
